aGal spleen mod: inhibits or activates alpha-galactosidase in human spleen homogenate; P06280; human spleen homogenate, 4MU-alpha-Gal fluorescence, 40 min; Potency, µM (doses to about 80 µM), for inactives: at the top dose activity change, negative = inhibition, most hits filed as inhibitors; actives 0.008% (n = 240,000); AID 2107;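 also: 0% = enzyme with vehicle and -100% = no enzyme basal signal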
Target sequence (P06280 32-429 limits assumed): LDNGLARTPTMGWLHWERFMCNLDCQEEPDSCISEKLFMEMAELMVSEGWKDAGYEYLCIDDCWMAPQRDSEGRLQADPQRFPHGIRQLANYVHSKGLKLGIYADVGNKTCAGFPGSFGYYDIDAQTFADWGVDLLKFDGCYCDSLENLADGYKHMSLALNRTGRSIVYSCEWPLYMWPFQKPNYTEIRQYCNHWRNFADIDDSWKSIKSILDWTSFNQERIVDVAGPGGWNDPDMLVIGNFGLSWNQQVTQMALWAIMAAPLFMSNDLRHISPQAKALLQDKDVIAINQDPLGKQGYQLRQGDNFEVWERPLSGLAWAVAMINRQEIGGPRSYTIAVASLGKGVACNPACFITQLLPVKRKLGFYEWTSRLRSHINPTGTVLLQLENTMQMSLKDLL
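Spleen homogenate 1 ug + cpd (titration) + 4-MU-alpha-D-galactopyranoside 1 mM; 37C 40 min; 50 mM citrate/phosphate pH 5.0, 0.01% Tween-20; stop pH 10; fluorescence 365/440; AC50 via Hill.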
Tau fluor cs: counter-screen for tau fibril formation inhibitors. tau K18 P301L Alexa594 fluorescence, heparin fibrillization. Potency, µM (doses to about 57.7 µM), for the others: top-dose activity change, negative = decrease. actives 0.93% (n = 280,000). AID 1463; also: nearly all actives have a fitted effect of over 55% in size
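Human tau K18 P301L (15 uM unlabeled, 0.24 uM Alexa 594-labeled) in 100 mM sodium acetate pH 7 with 20 uM heparin, 6 hr at 37 C. ThT 30 uM added, 1 hr ambient; Alexa 594 FP and total fluorescence read at 555/632 nm.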
Tau ThT inhib: inhibitors of human tau fibril formation, thioflavin T binding; recombinant tau K18 P301L (four-repeat tau fragment), heparin-induced fibrillization, ThT fluorescence; Potency, µM (top dose mostly 57.4 µM), without a hit: at the top dose activity, negative = inhibition, hits mostly inhibitors; actives 2.1% (n = 270,000); AID 1460; also: nearly all actives have a fitted effect of over 55% in size
Target sequence (P10636 561-689 P618L limits assumed): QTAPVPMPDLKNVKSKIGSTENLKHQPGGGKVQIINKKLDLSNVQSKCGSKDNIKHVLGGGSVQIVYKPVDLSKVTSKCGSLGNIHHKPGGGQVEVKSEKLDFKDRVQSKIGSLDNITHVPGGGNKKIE
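Recombinant human tau K18 fragment […] carrying P301L, 15 uM unlabeled plus 0.24 uM Alexa 594-labeled, was fibrillized with 20 uM heparin in 100 mM sodium acetate pH 7 for 6 hr at 37 C; 30 uM ThT fluorescence read after 1 hr.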
TR SRC2 fluor cs: alters Texas Red total fluorescence, flagging assay interference | TRb/SRC2 Texas Red total fluorescence interference | AID 1479 | actives 0.29% (n = 280,000) | Potency, µM (series often up to 106 µM), for inactives: at the highest dose fluorescence change, negative = quenching; active = well fitted curve in either direction with a large enough effect; inconclusive = small, poorly fitted or top-dose-only effect
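Human TRβ ligand-binding domain (0.6 uM) and Texas Red SRC2 peptide (20 nM) in Tris buffer with 1 uM T3 and 5% DMSO were incubated with pinned compound for 5 hr at ambient temperature. Total fluorescence was computed as S + 2P (555/632 nm).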
Tau fibril FP: blocks human tau fibril formation measured by polarization; K18 P301L tau heparin fibrillization, Alexa594 FP, 6 h; actives 0.39% (n = 280,000); Potency, µM (highest dose often 57.7 µM), for inactives: at the highest dose activity, negative = inhibition, actives largely listed as inhibitors; also: nearly all actives have a fitted effect of over 55% in size
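Human tau K18 […] P301L fragment, 15 uM unlabeled plus 0.24 uM Alexa 594-labeled tau (final), with compound and 20 uM heparin in 100 mM sodium acetate pH 7; 6 hr at 37 C, then Alexa 594 FP read.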
ALDH1A1 block: inhibitors of human aldehyde dehydrogenase 1A1. Purified ALDH1A1, NADH fluorescence, propionaldehyde substrate. Potency, µM (titrated, usually from 75.3 µM), for inactives: at the highest dose activity, negative = inhibition, hits mostly inhibitors. actives 7.3% (n = 220,000); active = well fitted inhibition curve with a large enough effect, not every such curve was filed as active; inconclusive = small, poorly fitted or top-dose-only effect, or another doubt; inactive = no such curve, though single readings can be large or run the other way;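 also: plate controls were no enzyme wells and a reference inhibitor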
L3MBTL1 inh: blocks human L3MBTL1; Potency, µM (top dose mostly 57.1 µM), without a hit: at the highest dose activity, negative = inhibition, hits mostly inhibitors; actives 0.66% (n = 230,000); AlphaScreen L3MBTL1–H3K9me1 peptide binding; also: nearly all actives have a fitted effect of over 60% in size
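AlphaScreen assay: L3MBTL1 (50 nM final) was preincubated 30 min at room temperature with biotinylated H3(1-15)K9me1 peptide (75 nM final), then 30 min with library compounds; streptavidin donor and nickel chelate acceptor beads (10 ug/mL final) added, 30 min dark.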
TRb-SRC2 inh: inhibitors of human thyroid hormone receptor beta-SRC2 interaction; P10828; TRbeta-SRC2 peptide binding, fluorescence polarization; receptor liganded with 1 µM T3; Potency, µM (doses to about 106 µM), inactives show at the top dose activity change, negative = inhibition, usual class: inhibitors; actives 0.065% (n = 280,000); AID 1469;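 also: plate controls were bound peptide for no effect and peptide without receptor for full effect; nearly all actives have a fitted effect of over 50% in size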
Target sequence (P10828 whole entry, looked up): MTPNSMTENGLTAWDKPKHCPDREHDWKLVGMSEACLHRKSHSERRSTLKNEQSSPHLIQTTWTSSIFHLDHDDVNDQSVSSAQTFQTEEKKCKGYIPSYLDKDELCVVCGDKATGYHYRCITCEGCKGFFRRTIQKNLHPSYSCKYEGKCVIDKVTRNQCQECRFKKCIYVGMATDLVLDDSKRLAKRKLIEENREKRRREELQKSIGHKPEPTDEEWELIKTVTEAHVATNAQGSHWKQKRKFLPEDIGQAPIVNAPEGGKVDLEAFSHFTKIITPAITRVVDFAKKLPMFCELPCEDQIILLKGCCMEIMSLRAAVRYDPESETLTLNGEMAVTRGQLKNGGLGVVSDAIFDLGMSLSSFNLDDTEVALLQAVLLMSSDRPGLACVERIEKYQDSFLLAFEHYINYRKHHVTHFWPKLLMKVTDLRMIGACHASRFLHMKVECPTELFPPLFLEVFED
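Compounds were added to 0.6 uM TRb ligand-binding domain and 20 nM Texas Red-labeled SRC2 peptide in Tris buffer containing 1 uM T3, incubated 5 hr at ambient temperature, then read by fluorescence polarization.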
An asterisk follows results filed as active; ? = inconclusive; / = no result given; [ ] = dose if it differs, or a comment. Unless noted, calls follow the shape of the dose curve; as a rule, active = well fitted curve in the direction sought with a large enough effect; inconclusive = small, poorly fitted or top-dose-only effect, or another doubt; inactive = no such curve, though single readings can be large; an effect the other way counts as inactive or inconclusive. Unless noted, % is scaled to controls: 0 for no effect and ±100 for the full control effect; potency is read from the fitted curve at half-maximal effect. The order is random; overall some 8.5% were active at least once.

SMILES	aGal spleen mod	Tau fluor cs	Tau ThT inhib	TR SRC2 fluor cs	Tau fibril FP	ALDH1A1 block	L3MBTL1 inh	TRb-SRC2 inh
COc1ccc(-c2nsc(SCC(=O)Nc3ccc4c(c3)OCO4)n2)cc1	7.7%	4.7%	5.6%	-0.5%	-8.4%	5.0%	-4.7%	-11.3%
COCCNC(=O)c1ccccc1NC(=O)c1ccccc1N(C)S(=O)(=O)c1ccc(C)cc1	2.8%	-8.0%	-0.5%	1.9%	-3.6%	-0.1%	/	1.3%
COc1ccc(/C=N/NC(=O)CN(C2=NS(=O)(=O)c3ccccc32)c2ccccc2)cc1OC	-1.4%	-8.1%	0.6%	-6.8%	-4.3%	8.6%	-12.6%	-3.5%
O=S(=O)(Cc1ccccc1)Nc1ccc(Br)cn1	9.7%	1.4%	-0.5%	-1.8%	-4.3%	3.2%	4.0%	5.7%
CCOC(=O)C1CCCN(Cc2cn3c(-c4cccc(Br)c4)nnc3s2)C1 (centres undefined)	/	1.4%	5.6%	-12.9%	4.9%	/	/	12.6%
CN(C(=O)c1ccccc1C(=O)OCC(=O)NC(=O)NC(C)(C)C)C1CCCCC1	5.8%	-0.5%	-5.6%	-2.2%	1.0%	5.6%	/	0.0%
Cc1cc(-c2nnc(SCC(=O)c3ccc4c(c3)OCCO4)o2)no1	6.3%	-26.8%	?	-5.6%	-13.4%	?	-17.0%	-6.8%
C=CCNC(=O)COc1ccc(Oc2ccccc2)cc1	?	-10.1%	-12.1%	-1.7%	5.2%	-2.8%	8.7%	-10.4%
COc1cccc(OC(=O)CSc2nnc(-c3ccc4c(c3)OCO4)o2)c1	/	8.9%	-0.9%	-2.2%	1.7%	/	/	11.3%
CCOc1ccccc1NC(=O)C(=O)Nc1ccc2nc3n(c(=O)c2c1)CCCCC3	/	-5.5%	?	-2.9%	12.8%	/	/	3.0%
Cc1ccc(N2C(=O)CSC2c2ccccn2)cc1Cl (centres undefined)	-10.9%	-4.6%	-3.7%	1.4%	-1.2%	?	36.5%[activator]	-20.7%
CCC(C)NC(=O)[C@H](CSCc1ccccc1)N1Cc2ccccc2C1=O (some centres undefined)	0.2%	-14.6%	-11.1%	1.4%	1.8%	-4.7%	-1.7%	-2.4%
Cc1nc2ccccc2nc1OCC(=O)Nc1ccc2ccccc2c1	-3.1%	2.2%	2.7%	-0.3%	-3.5%	-8.4%	3.9%	7.7%
CCCCN1C(=O)/C(=C/C=C2\Oc3ccccc3N2CC)SC1=S	6.4%	-13.8%	?	17.8%[53 µM]	-13.9%	?	-6.5%	24.3%[53 µM]
Cc1ccc(/C=N/NC(=O)c2cccc(S(=O)(=O)Nc3ccccc3Cl)c2)s1	-2.4%	?	-14.0%	-6.3%	-8.9%	?	-1.8%	-0.6%
Cc1cccc(CC(=O)NC2CC(=O)N(c3ccc4c(c3)OCCO4)C2)c1 (centres undefined)	/	-0.7%	0.4%	0.1%	-1.6%	/	/	-0.9%
COc1cc(CCC(=O)OCC(=O)NC(=O)c2ccc(Cl)cc2)cc(OC)c1OC	-0.1%	-17.8%	-16.5%	-3.4%	-4.2%	-3.8%	-3.6%	2.8%
O=C(c1cccc(S(=O)(=O)N2CCOCC2)c1)N(Cc1ccc(F)cc1)Cc1ccco1	-11.7%	-18.8%	-7.9%	-1.4%	-3.8%	-11.7%	-6.5%	8.9%
Cn1c(=O)c2c(nc(CN3CCOCC3)n2CCN2CCOCC2)n(C)c1=O	-4.6%	4.8%	8.6%	-5.3%	3.9%	?	/	-9.5%
COCCNC(=O)Cn1nc(C(F)(F)F)c(Br)c1C	5.5%	10.7%	11.2%	1.6%	-0.2%	1.1%	-2.5%	-0.1%

Pulled one by one from above:
SMILES	aGal spleen mod	Tau fluor cs	Tau ThT inhib	TR SRC2 fluor cs	Tau fibril FP	ALDH1A1 block	L3MBTL1 inh	TRb-SRC2 inh
O=C(c1cccc(S(=O)(=O)N2CCOCC2)c1)N(Cc1ccc(F)cc1)Cc1ccco1	-11.7%	-18.8%	-7.9%	-1.4%	-3.8%	-11.7%	-6.5%	8.9%
Cc1ccc(N2C(=O)CSC2c2ccccn2)cc1Cl (centres undefined)	-10.9%	-4.6%	-3.7%	1.4%	-1.2%	?	36.5%[activator]	-20.7%
CCCCN1C(=O)/C(=C/C=C2\Oc3ccccc3N2CC)SC1=S	6.4%	-13.8%	?	17.8%[53 µM]	-13.9%	?	-6.5%	24.3%[53 µM]
COCCNC(=O)Cn1nc(C(F)(F)F)c(Br)c1C	5.5%	10.7%	11.2%	1.6%	-0.2%	1.1%	-2.5%	-0.1%

More structures:
SMILES	aGal spleen mod	Tau fluor cs	Tau ThT inhib	TR SRC2 fluor cs	Tau fibril FP	ALDH1A1 block	L3MBTL1 inh	TRb-SRC2 inh
Cc1ccc2oc(=O)cc(/C=C/c3ccccc3)c2c1	-0.4%	-10.6%	-0.5%	-5.8%	7.7%	?	5.7%	2.0%
Cc1cc(C)cc(C(=O)N2CCN=C2SCc2ccc([N+](=O)[O-])cc2)c1	7.8%	2.6%	4.0%	0.5%	-1.3%	3.4%	-12.2%	7.9%
O=C(O)c1ccc(NS(=O)(=O)c2ccsc2C(=O)O)c(O)c1	8.0%	-6.9%	-12.5%	-7.3%	-1.9%	11.2%	/	-0.4%
COc1ccc(-c2ccc(=O)n(CC(=O)NCCc3ccccc3)n2)cc1	/	-1.8%	-4.9%	-11.5%	0.4%	/	/	2.9%
C=CCOc1c(Br)cc(/C=N/n2c(CC)n[nH]c2=S)cc1Br	3.9%	-12.2%	-23.9%	-4.0%	6.0%	7.8%	-2.1%	0.2%
Cc1cccc(Nc2c3c(nc4nncn24)CCC3)c1C	/	3.8%	0.4%	0.7%	2.4%	/	/	3.1%
Cc1ccc(Cl)cc1N1CCN(C(=O)c2ccc(CS(=O)(=O)c3ccccc3C)o2)CC1	/	-13.0%	-15.9%	-6.0%	-1.0%	/	/	2.6%
O=C(CCS(=O)(=O)c1ccc(Cl)cc1)N1CCN(S(=O)(=O)c2cccs2)CC1	-6.0%	-12.2%	5.5%	0.9%	5.1%	?	/	-15.6%
COCCCNC(=O)Cn1c(=O)nc(-c2ccccc2)c2ccccc21	/	5.1%	1.1%	-0.3%	2.8%	/	/	-4.9%
CC(C)NC(=O)c1onc(CSc2ccc(Cl)cc2)c1C(=O)O	1.1%	-3.0%	-5.9%	-0.2%	-2.2%	?	6.4%	7.9%
COc1ccc(C(=O)N[C@H](C(=O)Nc2nc3c(s2)CCCC3)C(C)C)cc1	0.5%	-6.8%	-11.4%	-0.4%	-7.2%	?	-4.8%	-5.6%
CC1(C)CC(=O)c2cc(C(=O)N3CCCC(C)(C)C3)c(=O)n(-c3ccccc3)c2C1	2.2%	-12.6%	-17.3%	1.7%	1.1%	-0.2%	8.7%	-0.2%
O=c1nc(N/N=C/C=C/c2ccccc2)cn[nH]1	10.1%	7.2%	/	-2.9%	-6.4%	/	/	-4.8%
Cc1ccc(NC(=O)CSc2nnc(-c3ccc(S(=O)(=O)N4CCCC4)cc3)o2)cc1C	3.6%	-19.5%	-7.7%	1.1%	-9.2%	-11.3%	3.0%	5.0%
CC(=O)Nc1ccc(NC(=O)C(C)OC(=O)CCc2nc3ccccc3s2)cc1 (centres undefined)	5.2%	-4.8%	0.1%	-0.6%	-1.0%	-2.0%	-2.5%	4.3%
CCC(Sc1nc2ccc(C)cc2[nH]1)C(=O)O (centres undefined)	2.1%	-7.0%	-11.2%	-4.5%	1.8%	?	/	-9.3%
FC(F)(F)c1ccc(C2NCCc3sccc32)cc1 (centres undefined)	-12.0%	5.8%	6.3%	-5.7%	-5.0%	2.4%	57.1%[activator]	-5.4%
Cc1ccc(CN2C(=O)CSC2c2cccnc2)cc1 (centres undefined)	-7.7%	-0.7%	-0.3%	0.4%	-0.8%	-9.7%	5.1%	-4.2%
CCc1ccc(OCCSc2nc(-c3cccc(C)c3)nc3cc(=O)[nH]n23)cc1	/	-1.0%	-3.4%	-0.8%	-6.6%	/	/	0.6%
O=C(O)CCC(=O)c1ccc2c(c1)CCCC2	-5.0%	-5.4%	-5.4%	2.2%	5.1%	7.1%	/	4.0%
CCSc1nc2c(sc3ccccc32)c(=O)n1C(C)C	8.7%	-19.7%	?	2.6%	?	-3.3%	/	-11.7%
Cc1ccc(CNS(=O)(=O)c2ccc(-c3cc(C(F)(F)F)on3)s2)cc1	/	9.1%	13.6%	-0.5%	-6.6%	/	/	0.4%
CC(C(=O)N1CCCc2ccccc21)N1CCN(S(=O)(=O)c2ccccc2F)CC1 (centres undefined)	-5.7%	-12.1%	-14.4%	1.3%	-2.5%	8.1%	0.1%	0.8%
C=CCn1c(-c2cc3c(s2)CCC(CC)C3)n[nH]c1=S (centres undefined)	-11.5%	-13.4%	?	-7.7%	6.3%	?	?	3.4%
C=CCOC(=O)C1=C(C)NC(=O)NC1/C=C/c1ccccc1OC (centres undefined)	6.0%	-11.4%	-9.5%	-2.9%	-3.5%	-11.8%	-1.0%	12.8%
O=C(Nc1ccccc1-c1nnc(SCc2ccc(Cl)cc2)o1)c1ccccc1	3.6%	-29.6%	-8.3%	-0.6%	?	?	4.5%	2.6%
C=C(C)Cn1c(SCC(=O)N/N=C/c2cccc(O)c2)nc2ccccc2c1=O	-4.7%	?	10.6%	-1.0%	-0.9%	?	-6.3%	-3.6%
COC(=O)c1ccccc1NC(=O)c1ccc(COc2ccc3c(c2)CCC3)cc1	12.4%	-24.7%	?	1.1%	-9.5%	?	8.7%	-1.9%
CS(=O)(=O)N(CC(=O)NC1CC2CCC1C2)c1ccc(Oc2ccccc2)cc1 (centres undefined)	-1.9%	-17.7%	-15.3%	-4.1%	?	-3.4%	-1.1%	3.3%

Bioassay records deposited in PubChem BioAssay by National Center for Advancing Translational Sciences (NCATS).
